TRHR enhancer = allosterically enhances the human TRH receptor. P34981. TRHR cells, fluo-8 calcium fluorescence, EC20 TRH enhancement. enhancement, % at 2 µM. 360,000 compounds, 0.66% hits. AID 493056; in the data active = enhancement above about 30%; also: 0% is about no effect
Target sequence (P34981 whole entry, looked up): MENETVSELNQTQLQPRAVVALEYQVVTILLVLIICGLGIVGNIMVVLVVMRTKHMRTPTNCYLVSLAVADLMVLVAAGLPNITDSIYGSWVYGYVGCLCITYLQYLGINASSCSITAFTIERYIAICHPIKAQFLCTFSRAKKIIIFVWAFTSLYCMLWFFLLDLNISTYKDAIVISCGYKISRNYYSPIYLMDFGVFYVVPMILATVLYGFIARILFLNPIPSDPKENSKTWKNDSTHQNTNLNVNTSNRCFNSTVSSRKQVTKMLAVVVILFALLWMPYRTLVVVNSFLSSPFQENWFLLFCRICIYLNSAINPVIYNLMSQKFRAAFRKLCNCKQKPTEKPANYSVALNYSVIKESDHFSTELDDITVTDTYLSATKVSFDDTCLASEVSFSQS
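TRHR-expressing cells loaded with fluo-8 calcium dye were read kinetically (ex 480/em 530) during compound addition, then stimulated with an EC20 of TRH (10 nM final). Enhancement of the Gq-mediated intracellular calcium response was scored.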
TrxR1 substrate = rat thioredoxin reductase 1 substrate activity; O89049; 390,000 compounds, 0.01% hits; purified TrxR1 substrate turnover, NADPH consumption readout; Potency, µM (series often up to 114 µM), for the others: at the top dose activity change, negative = substrate turnover; also: potency is read from the fitted curve at half-maximal effect; % is scaled to controls: 0 for no effect and ±100 for the full control effect; nearly all actives have a fitted effect of over 50% in size
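Rat TrxR1, dispensed at 90 nM, was prereduced with 400 uM NADPH (final) for 5 min at ~22 deg C, then incubated with compound 15 min before 400 uM selenite. A first-read NADPH fluorescence drop versus no-compound background flagged substrates.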
TRHR ag = TRH receptor (human) agonism | P34981 | AID 493084 | TRHR cells, calcium flux fluo-8, FDSS agonist mode | 360,000 compounds, 0.18% hits | activation, % at 2 µM; in the data active = activation above about 30%; also: 0% is about no effect
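Steps: seed TRHR cells overnight; add fluo-8 no-wash Ca dye, RT 30 min–1.5 h; record 10 s baseline; pin-transfer compounds; monitor fluorescence 1 cycle/s for the agonist window. Calcium increases flag candidate agonists.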
PI4K2A block = blocks human PI4K2A kinase activity. purified PI4K2A, ADP-Glo luminescence, 1 h; active compounds read low. activity change, negative = inhibition, % at 76.9 µM. 420,000 compounds, 0.13% hits. Q9BTU6; in the data active = activity change below about -50%; inconclusive = mostly about -30% to -49%;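 also: -100% = wells without enzyme as full effect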
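In this quantitative HTS, ADP production by PI4K2A was quantified luminescently after 1 h at ambient temperature; 100 microM adenosine served as plate-quality control.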
mIDH1 inhibitor = human IDH1 R132H inhibition; Potency, µM (series often up to 76.6 µM), for inactives: at the highest dose activity change, negative = inhibition, usual class: inhibitors; IDH1-R132H enzyme, NADPH consumption, diaphorase/resazurin fluorescence; 390,000 compounds, 0.093% hits; O75874; AID 602179; also: potency is read from the fitted curve at half-maximal effect; % is scaled to controls: 0 for no effect and ±100 for the full control effect; nearly all actives have a fitted effect of over 65% in size
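IDH1-R132H (0.5 ug/mL) preincubated 30 min with compound, then NADPH (0.016 mM) and alpha-KG (2 mM) added; 80 min at RT, pH 7.5. Remaining NADPH coupled via diaphorase/resazurin to fluorescence (540/590 nm); concentration-response curves normalized to no-enzyme control.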
D2 antagonist = D2 dopamine receptor (human) antagonism; 340,000 compounds, 2% hits; P14416; HEK293 TREx D2 cells, calcium flux, dopamine EC80; inhibition, % at 10 µM; in the data active = inhibition above about 30%; also: 0% is about no effect
Target sequence (P14416 whole entry, looked up): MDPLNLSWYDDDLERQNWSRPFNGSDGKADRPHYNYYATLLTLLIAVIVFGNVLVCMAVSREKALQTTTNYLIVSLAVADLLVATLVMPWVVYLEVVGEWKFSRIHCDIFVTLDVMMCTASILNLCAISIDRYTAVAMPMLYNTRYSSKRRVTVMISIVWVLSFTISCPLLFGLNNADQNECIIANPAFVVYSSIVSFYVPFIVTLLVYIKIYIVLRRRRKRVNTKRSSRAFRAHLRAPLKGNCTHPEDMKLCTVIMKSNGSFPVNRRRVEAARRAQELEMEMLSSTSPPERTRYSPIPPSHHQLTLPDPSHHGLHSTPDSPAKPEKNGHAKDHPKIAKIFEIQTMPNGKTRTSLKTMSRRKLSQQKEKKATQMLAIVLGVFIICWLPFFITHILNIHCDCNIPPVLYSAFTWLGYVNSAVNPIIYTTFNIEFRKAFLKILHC
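Calcium mobilization kinetics were recorded at 1 s intervals in tetracycline-induced HEK293 T-REx D2 cells, first for 180 s after compound addition and then 180 s after EC80 dopamine.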
D2 agonist = activates the human D2 dopamine receptor | 340,000 compounds, 0.53% hits | P14416 | HEK293 T-REx D2 cells, calcium flux agonist mode | activation, % at 2 µM;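 active = activation over 3 SD above normal in the single-dose calcium agonist read, cut at about 30% in these data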; also: 0% is about no effect
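Tetracycline-induced HEK293 T-REx cells with force-coupled D2 receptor, plated overnight at 30 C, loaded with no-wash calcium dye. After a 10 s baseline, compound was pin-added and calcium flux read kinetically for 180 s; calcium rises flagged agonists.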
rTrxR1 inhibitor = rat TrxR1 inhibition | O89049 | 390,000 compounds, 1% hits | Potency, µM (series often up to 114 µM), for the others: at the highest dose activity change, negative = inhibition, actives largely listed as inhibitors | AID 588453 | recombinant rTrxR1, NADPH fluorescence consumption, selenite substrate; also: potency is read from the fitted curve at half-maximal effect; % is scaled to controls: 0 for no effect and ±100 for the full control effect; nearly all actives have a fitted effect of over 65% in size
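Rat TrxR1 (90 nM in the dispensed reagent) was pre-reduced with 400 uM NADPH for 5 min at room temperature, then incubated with compound for 15 min. After 400 uM selenite was added, NADPH fluorescence (Ex 340/Em 450 nm) was followed for 8 min.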
USP1 inh = USP1/UAF1 (human) deubiquitinase inhibition | 390,000 compounds, 0.23% hits | O94782 | recombinant USP1/UAF1, Ub-Rhodamine cleavage fluorescence | AID 743255 | Potency, µM (series often up to 57.1 µM), inactives show at the top dose activity change, negative = inhibition, usual class: inhibitors; also: potency is read from the fitted curve at half-maximal effect; % is scaled to controls: 0 for no effect and ±100 for the full control effect; nearly all actives have a fitted effect of over 60% in size; inactives centre near -12
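High-throughput fluorogenic screen: 1nM USP1/UAF1 complex, Ub-Rho substrate 150nM final, 50mM HEPES pH 7.8 with 0.5mM EDTA, 0.1 mg/ml BSA, 1mM TCEP and 0.01% Tween-20.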
* hit, by the source's call; ? = inconclusive; / = no result given; [ ] = dose if it differs, or a comment. Unless noted, calls follow the shape of the dose curve; as a rule, active = well fitted inhibition curve with a large enough effect; inconclusive = small, poorly fitted or top-dose-only effect; inactive = no such curve, though single readings can be large or run the other way.

Every second line gives: mIDH1 inhibitor	TRHR enhancer	TRHR ag	rTrxR1 inhibitor	PI4K2A block	TrxR1 substrate	D2 antagonist	USP1 inh	D2 agonist
CC(=O)Nc1cccc(NC(=O)Cc2nc(-c3ccccc3)sc2-c2ccc(C)cc2)c1
    -9.1%	3.4	0.8	-0.9%[57.1 µM]	1.7	-1.2%[57.1 µM]	-3.6	1.1%	-0.5
COc1ccccc1-n1cnc2c(c1=O)c1nc3ccccc3nc1n2CCc1ccccc1
    1.4%	-5.6	-0.7	-21.3%	-0.2	-7.3%	/	3.5%	/
O=C(O)CCN1C(=O)c2ccc(NC(=O)Cc3ccc(Cl)cc3)cc2C1=O
    -1.9%	-1.3	0.9	-8.2%	1.0	71.1%[activator]	/	-19.9%	/
Cc1c(C)n(CC(O)CN2CCCCC2)c2ccccc12 (stereo not given)
    4.7%	-4.9	2.0	7.5%	-1.3	13.1%	-16.6	-9.8%	0.6
Fc1cccc(-c2ncc(-c3ccccc3)o2)c1
    4.4%	/	/	2.6%	-1.2	169.3%[activator]	/	-27.0%	/
COc1nc(/C(N)=N/O)nc(N2CCCCC2)n1
    6.7%	2.6	0.8	1.3%	0.6	-1.8%	-0.2	-13.1%	1.0
COc1cc2c(cc1NC(=O)C(Cl)Cl)-c1ccc(NC(=O)C(Cl)Cl)cc1C2
    1.5%	/	/	12.8%[11.4 µM]	-3.0	9.6%[57.1 µM]	/	-21.5%	/
COCCNc1cc(N2CCN(C3CCCCC3)CC2)c2noc3c2c1C(=O)c1ccccc1-3
    -8.7%	-2.5	0.3	4.7%	-4.4	-3.7%	/	?	1.0
COc1ccc(-c2nonc2NC(=O)c2oc3ccc(F)cc3c2C)cc1OC
    -2.0%	-2.0	0.5	14.1%	-1.3	8.6%	13.8	-17.2%	0.0
Cc1c(C(=O)OCC(C)C)[nH]c2c1C(=O)CC(c1cccs1)C2 (stereo not given)
    0.4%	2.4	0.3	11.6%[57.1 µM]	-1.6	13.4%[57.1 µM]	-6.0	-15.4%	-1.2
COc1cc(/C=C/C(=O)OCN2C(=O)c3ccccc3C2=O)ccc1OC(F)F
    3.6%	-1.7	0.4	-10.2%	1.0	6.6%	10.3	-15.4%	0.8
CC1CNc2c(cccc2S(=O)(=O)N[C@@H](CCCN=C(N)N)C(=O)N2CC[C@@H](C)C[C@@H]2C(=O)O)C1 (stereo not given in full)
    /	-3.6	0.1	/	/	/	-12.0	/	0.8
C/C=C/c1ccc(OCCOc2ccc(C=O)cc2OC)c(OC)c1
    -3.4%	1.8	-1.5	-6.2%	2.8	-6.1%	/	-11.0%	/
CCCNc1nc2c(c(=O)[nH]c(=O)n2C)n1Cc1ccc(F)cc1
    7.1%	12.5	-0.8	5.6%	2.3	3.2%	-9.7	-24.9%	0.0
Cn1c(SCC(=O)NCc2cccs2)nnc1-c1ccco1
    5.1%	-1.4	0.7	-16.7%	0.8	0.2%	12.1	-6.8%	0.5
Cc1ccc(OCCN(C)C)c([N+](=O)[O-])c1
    9.5%	-0.2	0.3	-16.3%	2.3	-8.9%	-16.2	2.3%	-0.7
Cc1ccc(S(=O)(=O)N(C)C)cc1NC(=O)/C=C/c1cccs1
    5.7%	10.5	-0.2	-6.3%	-5.1	-13.2%	7.6	-13.4%	-0.8
CC1(C)CC(=O)c2cc(-c3nc(-c4ccc(Cl)cc4)cs3)c(=O)n(-c3cccc(F)c3)c2C1
    ?	7.3	2.8	25.7%	0.0	33.2%[activator]	/	-6.5%	0.7
Cc1cc(C(F)F)n2nc(C(=O)Nc3c(C)cccc3C)nc2n1
    -1.1%	3.9	0.5	29.3%	-1.6	-0.2%	/	-13.4%	0.2
NC(=O)Cn1cc(/C=N\NS(=O)(=O)c2cccc([N+](=O)[O-])c2)c2ccccc21
    2.0%	-6.6	0.3	9.2%	3.3	0.4%	10.8	-3.6%	-2.5
O=C(C1=C(O)C(=O)N(CC2CCCO2)C1c1ccccc1[N+](=O)[O-])c1ccco1 (stereo not given)
    -1.6%	2.2	0.1	-4.5%	-0.2	-7.9%	15.0	-11.9%	0.1
O=C(CNC(=O)c1ccc(-c2ccccc2)cc1)OCc1ccc(Br)cc1
    14.9%	5.2	-1.7	15.3%[57.1 µM]	-3.0	5.4%[57.1 µM]	13.3	-17.1%	-1.6
S=C(NCCCN1CCOCC1)Nc1ccc(N2CCOCC2)cc1
    16.4%	-2.4	0.7	25.6%	3.0	7.0%	3.6	-20.8%	0.6
CCCCn1c2nc3ccccc3nc2c2c(=N)oc(C)nc21
    7.5%	12.0	0.3	-3.7%	-2.0	57.0%[activator]	-15.1	11.4%	-0.8
O=C(COC(=O)c1ncc(Cl)c(Cl)c1Cl)NCc1ccccc1
    -0.6%	-9.6	-0.9	?	-12.1	-7.4%	6.0	-16.8%	-0.4
Cc1ccc(Cl)cc1N1CCN(C(=O)c2ccc(C)c(-n3c(C)nc4cccnc43)c2)CC1
    -20.7%	0.3	-1.0	12.8%	-1.0	-5.5%	/	?	-0.5
Cc1cc(=O)[nH]c(SCC(=O)NCc2ccc3c(c2)OCO3)n1
    -4.8%	-3.5	-0.2	17.7%	-7.5	-1.3%	-6.9	2.0%	0.9
CC(C)OC(=O)/C(=C\c1ccccc1)NC(=O)c1ccccc1
    3.9%	-4.5	-0.1	11.5%	-4.4	0.5%	3.0	-18.5%	2.6
O=C(Nc1ccc2nc(SCC(=O)N3CCc4ccccc43)sc2c1)c1ccc(F)cc1
    -9.7%	1.1	0.7	50.6%[activator]	-2.9	30.6%[activator]	/	5.3%	1.4
Cc1cccc(OCC(=O)NCc2ccncc2)c1C
    9.6%	6.4	-0.1	-13.8%	0.7	-6.5%	-19.5	-28.1%	0.4
CCOc1ccc(OCC)c(S(=O)(=O)N2CCC(C)CC2)c1
    2.6%	2.2	0.7	17.1%	4.1	0.5%	-3.0	-16.9%	-0.3
C=CCn1c(=O)c2c(C)c(C)sc2n2c(Nc3ccc(OC)cc3)nnc12
    4.8%	-0.5	-0.7	12.1%	1.9	-2.3%	-23.5	-14.9%	-0.3
CCOC(=O)C(NC(=O)CC(C)C)(Nc1sc2c(c1C(N)=O)CCCC2)C(F)(F)F (stereo not given)
    3.2%	6.1	0.2	-17.1%	-1.7	0.4%	13.8	-11.2%	-0.6
Cc1cc(C)n2nnnc2c1C#N
    0.6%	0.0	0.8	1.6%	1.7	-0.4%	-24.4	-13.4%	0.7
COc1ccc(NC(=O)c2cccc(OS(=O)(=O)N(C)C)c2)cc1
    3.9%	5.7	-0.3	25.2%	-3.5	1.9%	1.4	-14.2%	-0.7
CSCCC(NS(=O)(=O)c1ccc2c(c1)oc(=O)n2C)C(=O)N1CCN(c2cc(Cl)ccc2C)CC1 (stereo not given)
    -6.1%	-3.1	-0.2	28.1%[57.1 µM]	-1.2	0.4%[57.1 µM]	/	2.2%	-0.2
CC(Oc1cccc2ccccc12)C(=O)N/N=C/c1cccnc1 (stereo not given)
    16.7%	1.2	-0.2	10.9%	-2.9	5.6%	1.4	-18.7%	-0.3
CCOC(=O)C1CCCN(C(=O)c2cc(S(=O)(=O)N3CCCCC3)ccc2Cl)C1 (stereo not given)
    5.6%	3.5	-0.3	17.4%[57.1 µM]	-3.0	9.0%[57.1 µM]	-10.7	-10.1%	-0.3
CCOc1ccc(NC(=O)c2ccc(C#CC(C)(C)O)cc2)cc1
    1.9%	-0.4	0.7	16.1%	-3.5	3.9%	-8.7	-5.4%	0.7
CCOc1ccccc1CNn1nnnc1N
    4.0%	-0.7	0.0	23.3%	-0.1	10.6%	-7.4	-21.9%	0.5
CCOC(=O)Cc1csc(N/N=C/c2cccc([N+](=O)[O-])c2)n1
    -5.0%	13.3	-0.5	13.1%	2.9	0.2%	28.8	-0.7%	0.1
COc1ccc2nc(Cl)c(C#N)cc2c1
    6.7%	2.1	-0.1	-5.5%	-1.2	4.7%	4.1	-22.6%	-0.3
COc1cccc(-c2noc(-c3cccnc3)n2)c1
    0.4%	-4.0	-0.5	12.8%	-15.2	7.0%	-2.5	-5.0%	0.2
CS(=O)(=O)N1CCN(C(=O)CCC2CCCC2)CC1
    -8.8%	-4.0	-0.5	-10.0%	-0.7	-8.2%	-25.1	-5.7%	-0.4
CCN(CC)c1ccc(NC(=S)NCC2CCCO2)cc1 (stereo not given)
    0.0%	-5.0	0.1	?	0.0	-8.2%	-13.7	-21.5%	0.7
O=C(Cc1ccccc1F)Nc1ccc(S(=O)(=O)N2CCCCC2)cc1
    11.4%	3.3	1.8	-4.3%	9.7	-1.5%	0.0	-18.0%	0.9
CCc1cccc(NC(=O)c2ccc3c(=O)n4c(nc3c2)CCCCC4)c1
    -1.3%	-1.5	-0.5	9.4%	6.6	-11.7%	0.5	-17.8%	-0.7
COc1cc(CO)ccc1OCc1nnnn1-c1ccc(C)cc1
    -2.6%	-4.7	0.8	20.3%	-1.6	4.8%	/	-16.6%	/
O=c1oc2ccc3ccccc3c2cc1-c1nnc(-c2ccccc2)o1
    -2.6%	-10.4	0.4	55.5%[activator][57.1 µM]	1.0	50.3%[activator][57.1 µM]	2.4	2.7%	0.7
CC1=C(C(=O)Nc2ccccc2F)C(c2cccs2)C2=C(CCCC2=O)N1 (stereo not given)
    -2.5%	3.0	-0.3	5.4%	-3.4	1.5%	-16.9	-12.2%	-1.1
O=C(N/C(=C/c1cccs1)C(=O)N1CCOCC1)c1cccs1
    0.1%	-0.5	0.1	5.1%	-2.4	-4.4%	-10.7	-5.1%	1.1
CCc1c(C)sc(NC(=O)c2cc(C(C)C)on2)c1C#N
    -12.3%	-7.1	0.1	-12.5%	6.8	-6.6%	/	-7.1%	/
COc1ccc2nc(NC(=O)c3ccc(Br)s3)sc2c1
    2.8%	3.4	0.1	-5.1%	-3.7	11.0%	29.9	-12.5%	1.2
